# NOD1 NF-kB reporter – inhibition of NOD1-driven NF-kB reporter – cell-based, luminescence, uHTS, primary screen (AID 1578) | hit rate 1% among 290,000 | NOD1-driven NF-kB luciferase reporter cells, luminescence; higher % means a stronger effect | inhibition, % at 4 µM; hits with a dose series show EC50 in µM; in the data active = inhibition mostly above about 36%, no sharp cut-off; inactive = mostly below about 34%;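 also: HEK-293T reporter cells stimulated with the NOD1 agonist gamma-tri-DAP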
# HIV fusion peptide – cell-free HIV fusion peptide-binding blockers – biochemical, uHTS, fluorescence dequenching, primary screen (AID 1986) | cell-free peptide binding, fluorescence dequenching, 30 min; higher % means a stronger effect | hit rate 0.3% among 290,000 | one-dose inhibition, % at 20 µM; IC50 in µM for titrated hits; in the data active = inhibition mostly above about 52%, no sharp cut-off; inactive = mostly below about 76%; also: some results filed as inactive read as strong as hits
# KOR beta-arrestin-1 – kappa opioid receptor blockers – cell-based, luminescence, uHTS (AID 1778); KOR beta-arrestin recruitment, luminescence, antagonist mode; higher % means a stronger effect; one-dose inhibition, % at 10 µM; IC50 in µM for titrated hits; hit rate 0.091% among 290,000; in the data active = inhibition above about 50%; also: strong numbers were not always called active
# NS5 inhibitors – Dengue-2 NS5 methyltransferase inhibitors, primary screen, biochemical, confirmation dose response (AID 588689). Dengue-2 NS5 methyltransferase capping enzyme assay, biochemical; higher % means a stronger effect. inhibition, % at 25 µM, or IC50 in µM where a hit was titrated. hit rate 0.3% among 340,000; in the data active = a potency from the dose series; inconclusive = inhibition above about 29% without an active follow-up result
# GPR55 beta-arrestin – selective activators of receptor GPR55 – imaging, U2OS cells, beta-arrestin-GFP redistribution, primary screen (AID 1961); U2OS GPR55 beta-arrestin-GFP redistribution imaging; higher % means a stronger effect; one-dose activation, % at 10 µM; EC50 in µM for titrated hits; hit rate 0.048% among 290,000;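 active = activation above 40% with more than 50 cells counted in the well; inconclusive = wells holding fewer than 50 cells, flagged as toxic or sparse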;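 also: U2OS osteosarcoma cells stably expressing GPR55 and beta-arrestin-GFP; plate controls were DMSO negative control for no effect and LPI positive control for full effect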
# KOR beta-arrestin-2 – kappa opioid receptor activators – cell-based, luminescence, uHTS, primary screen (AID 1777). KOR beta-arrestin recruitment, luminescence; higher % means a stronger effect. activation, % at 10 µM; hits with a dose series show EC50 in µM. hit rate 0.02% among 280,000; in the data active = activation above about 50%, passing the limit was not always enough; also: a part of the inactive calls stands beside numbers as strong as those of hits
# GPR55 LPI antagonism – inhibition of LPI-stimulated GPR55 beta-arrestin translocation – imaging, U2OS, beta-arrestin-GFP, LPI agonist, primary screen (AID 2013). hit rate 0.13% among 290,000. U2OS GPR55 beta-arrestin-GFP translocation imaging, LPI antagonism; higher % means a stronger effect. inhibition, % at 10 µM, or IC50 in µM where a hit was titrated;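 active = spots per cell inhibited over 60%, with over 100 cells counted and total cytoplasm intensity under 500,000; inconclusive = wells with under 100 cells, flagged as likely toxic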;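 also: U2OS cells stably carrying GPR55 and arrestin-GFP stimulated by 5 µM LPI near EC80; imaged beta-arrestin-GFP aggregate spots per cell after agonist stimulation; plate controls were LPI-stimulated DMSO wells for no effect and DMSO wells without LPI for full effect; some results filed as inactive read as strong as hits; confirmed hits need IC50 under 10 µM and bright autofluorescent wells are also inconclusive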
# West Nile virus CPE – inhibition of WNV-induced cytopathic effect – cell-based, CPE readout (AID 1621); CPE inhibition, % at 10 µM; hits with a dose series show IC50 in µM; West Nile virus-infected cells, CPE inhibition; higher % means a stronger effect; hit rate 0.02% among 290,000; in the data active = a potency from the dose series; inconclusive = CPE inhibition mostly from about 3.7% at the one dose, without a potency; inactive = the rest, 99 in 100 with CPE inhibition below about 2.2%; also: strong numbers were not always called active
# GPR35 antagonists – inhibition of zaprinast-stimulated GPR35 beta-arrestin translocation – imaging, U2OS, beta-arrestin-GFP, zaprinast agonist, primary screen (AID 2058); U2OS GPR35 beta-arrestin-GFP translocation imaging, zaprinast antagonism; higher % means a stronger effect; one-dose inhibition, % at 10 µM; IC50 in µM for titrated hits; hit rate 0.052% among 290,000;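 active = inhibition of at least 50% with at least 30 cells and total cytoplasm GFP at most 10,000,000; inconclusive = under 30 cells or total GFP of 10,000,000 plus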
# NS5 inhibitors pilot replicate – second read-out of NS5 inhibitors, no call of its own (marks repeat the call); inhibition, %; measured here: pilot screen replicate inhibition
# Active calls of the source: *; ? = inconclusive; . = no result given; & = joins results of further samples; [ ] = dose if it differs, or a comment. Some of the compounds tested; rates above refer to the full screens.
SMILES,NOD1 NF-kB reporter,HIV fusion peptide,KOR beta-arrestin-1,NS5 inhibitors,GPR55 beta-arrestin,KOR beta-arrestin-2,GPR55 LPI antagonism,West Nile virus CPE,GPR35 antagonists,others
O=C(OCC(=O)N1CCN(C(=O)c2ccco2)CC1)c1cc(-c2ccc(F)cc2)nc2ccccc12,0%,-1.3%,-6%,-1%,-0.1%,9.8%,12%,?,-17%,
CCOC(=O)C1=C(C)Nc2sc(C(=O)c3ccc(Br)cc3)c(N)c2C1c1ccc(C(=O)OC)cc1 (centres undefined),-7%,0.6%,34%,-11%,-0.1%,-2.5%,12%,1.0%,0%,
CN(C)C(/C=C/Nc1ccc(F)cc1F)=C(C#N)C#N,-10%,-1.5%,-12%,-8%,0.3%,-2.3%,11%,0.0%,-8%,
COc1ccc(/C=N/NC(=O)c2ccc(N)cc2)cc1Cn1cc([N+](=O)[O-])cn1,-20%,-1.7%,-17%,-5%,-0.7%,4.5%,-7%,0.0%,19%,
Cn1c(=O)c2c(nc(N3CCCCC3)n2CCCNC2=NCCCC2)n(C)c1=O,-25%,0.4%,29%,-8%,-0.1%,-0.9%,0%,.,-13%,
CCN(CC)c1ccc(CNC(=O)C/C(C)=N/NC(=O)COc2ccc(C)cc2Br)cc1,24%,0.2%,6%,-4%,-0.2%,-3.6%,-2%,0.0%,-9%,
Brc1ccc(OCc2nnc(SCC3CCCCC3)o2)cc1,-22%,2.9%,20%,3%,0.1%,-0.7%,7%,-1.4%,4%,
CCCNC(=S)N1CCC(NC(=O)c2cccc(C)c2)CC1,-43%,0.6%,-4%[20 µM],-3%,0.5%,0.2%,-13%,-0.8%,16%,NS5 inhibitors pilot replicate=-4.0
CCOC(=O)C1CCN(C(=O)c2cc(S(=O)(=O)N3CCOCC3)c(Cl)cc2Cl)CC1,22%,0.2%,-24%,-1%,-0.2%,8.4%,-3%,1.0%,-4%,
Cc1cc(C)n(-c2ccc(Cl)c(Cl)c2)n1,-24%,-0.9%,-15%,.,0.3%,-2.0%,0%,0.1%,13%,
CC(=O)N1CCN(CC(=O)Nc2c(Cl)cc(Cl)cc2Cl)CC1,-23%,-2.1%,32%,-7%,-0.1%,.,0%,0.5%,7%,
CC(C)(C)C1CCC(=NOC(=O)c2ccc(F)cc2)CC1 (centres undefined),-41%,2.2%,3%,2%,0.0%,7.1%,-1%,-0.2%,-11%,
Cc1ccc(N(CCCCN2C(=O)c3ccccc3C2=O)C(=O)c2cccs2)cc1,-21%,-2.3%,10%,-5%,0.7%,-0.5%,13%,-0.2%,7%,
CN(C)CCCNC(=O)C(=O)Nc1cc2c3c(c1)CC(=O)N3CCC2,-15%,0.2%,-47%,-10%,0.1%,-0.9%,3%,0.1%,22%,
O=C1c2ccsc2SCCN1Cc1c(F)cccc1Cl,-8%,-0.5%,7%,-1%,-0.1%,-2.6%,2%,-0.7%,17%,
CC(C)c1ccc(NC2CCCN(C(=O)CCn3cnnn3)C2)cc1 (centres undefined),-32%,-0.2%,-5%,-3%,-0.1%,-0.5%,-4%,-0.7%,5%,
CSC1=NSC2=NC(=O)/C(=C\c3ccc(OC(=O)c4ccco4)cc3)C(=N)N12,-85%,48%,-45%,-6%,-0.1%,-0.4%,-14%,-0.1%,0%,
Cc1cccc(C)c1Nc1nnc(SCC(=O)NCc2cccs2)s1,-14%,-0.8%,.,-6%,0.9%,1.3%,-3%,0.2%,0%,
N/C(=N\OC(=O)c1ccc2c(c1)OCO2)c1ccc(Br)cc1,-50%,1.1%,0%,14%,0.3%,2.2%,9%,-0.1%,-7%,
CC(=O)n1nc(-c2cccnc2)nc1NCc1cccs1,-4%,-0.3%,2%[20 µM],-2%,-0.1%,-3.4%,4%,-0.8%,-3%,

# Filtered by structure: those above containing a furan ring, fused or not.
SMILES,NOD1 NF-kB reporter,HIV fusion peptide,KOR beta-arrestin-1,NS5 inhibitors,GPR55 beta-arrestin,KOR beta-arrestin-2,GPR55 LPI antagonism,West Nile virus CPE,GPR35 antagonists,others
O=C(OCC(=O)N1CCN(C(=O)c2ccco2)CC1)c1cc(-c2ccc(F)cc2)nc2ccccc12,0%,-1.3%,-6%,-1%,-0.1%,9.8%,12%,?,-17%,
CSC1=NSC2=NC(=O)/C(=C\c3ccc(OC(=O)c4ccco4)cc3)C(=N)N12,-85%,48%,-45%,-6%,-0.1%,-0.4%,-14%,-0.1%,0%,

# (continued)
SMILES,NOD1 NF-kB reporter,HIV fusion peptide,KOR beta-arrestin-1,NS5 inhibitors,GPR55 beta-arrestin,KOR beta-arrestin-2,GPR55 LPI antagonism,West Nile virus CPE,GPR35 antagonists,others
COCCn1c(SCC(=O)Nc2ccc3c(c2)CCC3)nc2ccccc2c1=O,-16%,-2.2%,-22%,-5%,0.0%,-5.3%,-13%,-0.8%,15%,
O=C(CCN1CCOCC1)c1ccccc1,-15%,3.6%,-2%,-10%,0.0%,-5.3%,-9%,2.4%,-8%,
Cc1nnc(SCC(=O)Nc2ccc(-c3nc4ccccc4s3)cc2)s1,11%,3.5%,-2%,3%,0.2%,1.4%,6%,0.3%,3%,
CCC(C)n1c(-c2cccc(S(=O)(=O)N(CC)CC)c2)n[nH]c1=S (centres undefined),-32%,-2.6%,22%,-7%,-0.6%,-2.6%,-2%,0.0%,8%,
O=C(Nc1ccc(N2CCN(C(=O)c3ccc(Cl)cc3)CC2)cc1)c1cc2ccccc2o1,-36%,-0.4%,-5%,-1%,-0.1%,3.4%,-2%,-0.6%,-8%,
O=C(Nc1nnc(C2CC2)o1)c1ccc(S(=O)(=O)N2CCCCC2)cc1,-64%,2.7%,25%,-6%,0.4%,-4.9%,22%,-1.4%,10%,
COc1ccc2[nH]c3c(c2c1)CCN1C(=O)N([C@@H](C)C(=O)NCc2ccccc2)C(=O)[C@]31C,-13%,-0.9%,-29%[20 µM],1%,0.5%,.,6%,-0.7%,5%,
O=C(NCC1CCCO1)C(c1cccs1)N(Cc1ccccc1)C(=O)c1ccc(-c2ccccc2)[nH]1 (centres undefined),-11%,-0.5%,38%,-8%,?,-1.6%,-9%,-0.8%,-15%,
Cc1nn(CC(=O)NNC(=O)c2ccccc2F)c([N+](=O)[O-])c1Br,-7%,0.0%,20%,.,-0.2%,-1.4%,-5%,0.7%,13%,
O=C(CCc1ccccc1)NNC(=O)c1cc(Cl)ccc1O,-13%,11%,-47%[20 µM],.,-0.3%,2.3%,4%,-0.5%,-7%,
O=C(CCC(=O)N(CC(=O)NC1CCCCC1)Cc1ccccc1)Nc1ccccn1,-10%,0.8%,-55%,.,0.6%,6.6%,2%,-0.4%,1%,
CCCCC(=O)Nc1ccc(C(=O)N2CCC(C(=O)OCC)CC2)cc1,-13%,-0.9%,15%,-3%,-0.1%,-8.5%,10%,-0.2%,-3%,NS5 inhibitors pilot replicate=-3.0
COc1ccccc1C(=O)Nc1sc2c(c1C#N)CCC2,16%,0.8%,-181%[20 µM],-9%,-0.2%,74%,2%,0.0%,-7%,
COc1ccc(S(=O)(=O)N2CCC(C(=O)NCCN3CCOCC3)CC2)cc1OC,-15%,2.1%,-14%,-3%,-0.2%,0.3%,-4%,-1.1%,-1%,
O=S(=O)(Nc1cccc(CCc2ccccn2)c1)c1ccc2ccccc2c1,59%,-0.6%,-13%,2%,-0.1%,-0.6%,5%,.,15%,
CCCCNC(=O)c1ccc(N2CCOCC2)c(NS(=O)(=O)c2ccc(OC)cc2)c1,-13%,0.3%,-15%,-3%,-0.1%,7.4%,-11%,-0.2%,3%,
OC(COCC1COc2ccccc2O1)CN1CCN(c2ccccn2)CC1 (centres undefined),13%,2.5%,-7%,-5%&-1%,-0.2%,.,11%,-0.1%,-6%,
Cc1cc(C)cc(NC(=O)Nn2cnnc2)c1,-41%,2.3%,-6%,1%,-0.1%,-0.5%,6%,0.3%,-10%,
CC(C)C[C@H](NC(=O)N1CC(=O)Nc2ccccc21)C(=O)N[C@@H](C(=O)O)c1ccccc1,-4%,0.3%,-6%,-3%,-0.1%,1.4%,20%,0.0%,-2%,
O=C(NCCN1CCCCCC1)c1ccc(N2CCCC2=O)cc1,-18%,1.5%,12%,11%,-0.1%,-0.8%,9%,1.1%,-6%,
COc1ccc(-c2cc(C3CC3)nc(SCC(=O)c3cccs3)c2C#N)cc1,-10%,6.3%,15%,4%,0.7%,-5.0%,13%,-0.7%,-4%,
O=C(NCc1cccnc1)C1CCCN(S(=O)(=O)c2cccc3nsnc23)C1 (centres undefined),-8%,3.1%,6%,-2%,0.4%,1.2%,-6%,-0.8%,-1%,
CCOc1ccc(-c2nc(C#N)c(N3CCN(C)CC3)o2)cc1,-34%,0.5%,23%,-5%,-0.1%,-1.9%,17%,-1.1%,-3%,
Cn1nccc1C(=O)Nc1ccc(OC(=O)c2ccnn2C)cc1,-6%,-1.8%,-40%,8%,-0.1%,-3.1%,-2%,-0.1%,-7%,
COc1ccc2nc(NC(=O)C3CCCN(S(=O)(=O)c4cccc5nsnc45)C3)sc2c1 (centres undefined),-2%,8.1%,2%,2%,0.2%,4.0%,21%,0.4%,-9%,
COc1ccc(N2CCN(C(=O)CCNS(=O)(=O)c3ccccc3)CC2)cc1,-44%,1.1%,6%,1%,-0.1%,-1.2%,-12%,-1.2%,-20%,
O=C(O)/C=C/C(=O)Nc1nccs1,-9%,1.9%,-2%,-2%,0.6%,0.6%,16%,-0.2%,-5%,
COc1ccc(CNC(=O)COc2ccc(S(=O)(=O)NC(C)C)cc2)cc1,-20%,2.4%,-4%,-1%,-0.1%,3.1%,8%,-0.2%,-2%,

# In the list so far, these contain a cyano group.
SMILES,NOD1 NF-kB reporter,HIV fusion peptide,KOR beta-arrestin-1,NS5 inhibitors,GPR55 beta-arrestin,KOR beta-arrestin-2,GPR55 LPI antagonism,West Nile virus CPE,GPR35 antagonists,others
CN(C)C(/C=C/Nc1ccc(F)cc1F)=C(C#N)C#N,-10%,-1.5%,-12%,-8%,0.3%,-2.3%,11%,0.0%,-8%,
COc1ccccc1C(=O)Nc1sc2c(c1C#N)CCC2,16%,0.8%,-181%[20 µM],-9%,-0.2%,74%,2%,0.0%,-7%,
COc1ccc(-c2cc(C3CC3)nc(SCC(=O)c3cccs3)c2C#N)cc1,-10%,6.3%,15%,4%,0.7%,-5.0%,13%,-0.7%,-4%,
CCOc1ccc(-c2nc(C#N)c(N3CCN(C)CC3)o2)cc1,-34%,0.5%,23%,-5%,-0.1%,-1.9%,17%,-1.1%,-3%,
